Assay outcomes: PubChem, several laboratories
MC4R antagonist: blocks human MC4R cAMP signaling | P32245 | MC4R-expressing cells, MTII-stimulated cAMP, LANCE TR-FRET | inhibition, % at 6.5 µM | hit rate 0.48% among 360,000;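 active = inhibition above its plate's cutoff, the mean of tested wells on that plate plus 3 SD, cut at about 29% in these data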;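 also: 0% = Melanotan II alone and 100% = Melanotan II plus saturating MCL0020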
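Material: human MC4R-expressing U2OS cells. Probe or stimulus: Melanotan II challenge. Dosing: 6.5 µM single dose. Times: 30-min compound, 1-h challenge, 1-h detection, room temperature. Technique: TR-FRET with Eu-cAMP and labeled anti-cAMP, 671 nm. Replication: singlicate.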
MC4R barr agon: agonists of human melanocortin 4 receptor (MC4R) beta-arrestin; P32245; U2OS MC4R beta-arrestin complementation, luminescence; percent of melanotan II response, DMSO zero; activation, % at 8.9 µM; hit rate 0.98% among 360,000;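 active = activation above a per-plate cutoff, the mean activation of sample wells on that plate plus 3 SD, cut at about 8% in these data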
NOD2 RIPK2 PPI: inhibitors of human NOD2-RIPK2 interaction. O43353. CHO BLA complementation NOD2-RIPK2, CCF4 ratio. inhibition, % at 4.98 µM. hit rate 0.38% among 360,000; in the data active = inhibition above about 21%;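 also: 0% = vehicle only and 100% = reference blocker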
ABCB6 inh 2: blocks the human ABCB6 transporter; Q9NP58; K562-ABCB6 porphyrin accumulation, flow cytometry, 1 h; active compounds read low; fluorescence ratio to DMSO, % at 10 µM; hit rate 0.19% among 360,000;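 active = fluorescence ratio to DMSO below 75%, the collection mean minus 3 SD; inconclusive = too few cells collected in the well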;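 also: signal is porphyrin accumulated inside mitochondria; 100% equals median channel fluorescence of DMSO control wells; lower ratio means ABCB6 inhibition with less porphyrin fluorescence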
Vif imaging: inhibitors of HIV Vif | HEK293T cells, Vif self-association by quenched fluorescence, imaging, 24 h | inhibition, % at 7.49 µM | hit rate 0.35% among 340,000; in the data active = inhibition above about 50%, passing the limit was not always enough; inconclusive = no clear call, values can overlap the other calls; inactive = below about 31%; also: some results filed as inactive read as strong as hits
aDG glyco act: alpha-DG glycosylation activation | Pro5-aDG cells, alpha-DG glycosylation AlphaScreen (IIH6); 0% Pro5, 100% B10-LARGE cell signal | activation, % at 10 µM | hit rate 0.22% among 360,000;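 active = activation of at least 8% versus controls, or a plate z-score of at least 8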;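 also: Pro5 are CHO cells carrying HIG-tagged alpha-DG that lacks glycosylation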
TLR9-MyD88 inh: blocks human TLR9 binding to MyD88 | AID 504734 | hit rate 0.21% among 340,000 | CHO BLA complementation TLR9-MyD88, CCF4 FRET ratio | inhibition, % at 4.98 µM | Q9NR96+Q99836;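 active = inhibition above the mean over all tested compounds plus 3 SD, cut at about 21% in these data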;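 also: 0% = DMSO only wells and 100% = clavulanate BLA inhibitor control wells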
Target sequence (Q99836 whole entry, looked up): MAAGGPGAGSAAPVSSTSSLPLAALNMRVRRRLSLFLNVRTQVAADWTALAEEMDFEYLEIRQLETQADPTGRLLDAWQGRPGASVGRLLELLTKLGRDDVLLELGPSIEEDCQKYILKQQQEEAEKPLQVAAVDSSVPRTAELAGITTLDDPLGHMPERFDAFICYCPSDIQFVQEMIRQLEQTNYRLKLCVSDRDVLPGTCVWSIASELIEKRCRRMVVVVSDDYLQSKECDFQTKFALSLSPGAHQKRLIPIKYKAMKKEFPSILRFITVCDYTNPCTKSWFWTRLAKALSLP
Target sequence (Q9NR96 whole entry, looked up): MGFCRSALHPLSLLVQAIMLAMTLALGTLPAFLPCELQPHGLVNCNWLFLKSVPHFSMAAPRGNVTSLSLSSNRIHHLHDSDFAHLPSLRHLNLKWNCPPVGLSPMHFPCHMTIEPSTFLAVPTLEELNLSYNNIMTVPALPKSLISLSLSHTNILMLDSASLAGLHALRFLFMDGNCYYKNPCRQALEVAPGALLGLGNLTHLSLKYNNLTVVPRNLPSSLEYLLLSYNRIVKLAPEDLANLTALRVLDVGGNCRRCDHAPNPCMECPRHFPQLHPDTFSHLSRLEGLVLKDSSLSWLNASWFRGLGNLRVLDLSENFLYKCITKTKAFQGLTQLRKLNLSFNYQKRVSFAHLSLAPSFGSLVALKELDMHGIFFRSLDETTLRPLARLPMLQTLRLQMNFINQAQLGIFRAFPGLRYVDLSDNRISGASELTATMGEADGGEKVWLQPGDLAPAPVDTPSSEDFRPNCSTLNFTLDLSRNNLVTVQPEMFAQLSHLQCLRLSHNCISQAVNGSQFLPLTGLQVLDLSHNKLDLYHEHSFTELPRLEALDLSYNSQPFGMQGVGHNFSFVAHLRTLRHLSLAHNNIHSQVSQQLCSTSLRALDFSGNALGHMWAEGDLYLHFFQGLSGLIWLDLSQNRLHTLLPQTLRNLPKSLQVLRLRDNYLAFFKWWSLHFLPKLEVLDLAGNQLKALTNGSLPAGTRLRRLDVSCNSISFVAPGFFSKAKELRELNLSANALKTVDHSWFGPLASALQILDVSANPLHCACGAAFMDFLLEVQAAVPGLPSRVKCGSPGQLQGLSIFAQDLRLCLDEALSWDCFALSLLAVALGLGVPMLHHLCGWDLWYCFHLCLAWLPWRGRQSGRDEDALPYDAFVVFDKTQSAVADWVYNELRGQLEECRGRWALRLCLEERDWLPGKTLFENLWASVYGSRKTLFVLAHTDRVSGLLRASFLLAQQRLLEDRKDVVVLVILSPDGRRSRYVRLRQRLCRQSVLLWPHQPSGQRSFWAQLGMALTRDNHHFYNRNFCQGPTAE
Glyco luc inh: N-linked glycosylation inhibition. D54 ERlucT glycosylation luciferase reporter, 24 h; percent of 100 nM tunicamycin response. reporter increase, % at 12.5 µM. hit rate 0.23% among 360,000. AID 588692;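 active = mean luciferase reporter signal, scaled so untreated is 0 and the glycosylation-blocking control 100, at or above a set limit in every replicate; inconclusive = mean reaches the limit but not every replicate does; inactive = mean below the limit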;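 also: luciferase carries N-glycosylation sites so blocking glycosylation raises the light; 0% = median of neutral control wells and 100% = median of 100 nM tunicamycin wells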
Granule exo inh: lytic granule exocytosis inhibition; hit rate 0.66% among 360,000; TALL-104 LAMP-1 surface exposure, flow cytometry; cells stimulated with thapsigargin and PMA; inhibition, % at 10 µM; AID 651702;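 active = inhibition above about 55%, limit read from the data; inconclusive = no clear call, values can overlap the other calls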
ABHD5 PLIN5 PPI: inhibitors of human ABHD5-perilipin-5 interaction | Q00G26+Q8WTS1 | Split G. princeps luciferase complementation, luminescence, 4 h | inhibition, % at 4 µM | hit rate 0.78% among 360,000;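 active = inhibition above the mean inhibition across every tested compound plus 3 SD, cut at about 22% in these data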;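 also: 0% = DMSO only wells and the 100% control is not disclosed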
* = called active by the depositor; u = inconclusive; x = not tested or not shown. A portion of the library; the hit share may differ from the screen's.

Every second line gives: MC4R antagonist, MC4R barr agon, NOD2 RIPK2 PPI, ABCB6 inh 2, Vif imaging, aDG glyco act, TLR9-MyD88 inh, Glyco luc inh, Granule exo inh, ABHD5 PLIN5 PPI
> COc1ccc(S(=O)(=O)N2CCOCC2)cc1NC(=O)CSc1ccccc1
→ 7, -3.3, -6, 107, 3, 0.2, -8, -2, 3, 0
> COc1ccc(/C=C(\NC(=O)c2ccc(C)cc2)C(=O)NCCCN2CCOCC2)cc1OC
→ 5, -1.7, -4, 90, 37, -0.1, 2, 3, 11, 4
> COCCN1CCN(Cc2cn[nH]c2-c2cc3ccccc3o2)CC1
→ 5, -0.6, 1, 87, -9, -0.1, 11, 0, 10, 1
> C[C@]12c3[nH]c4cc(-c5ccco5)ccc4c3CCN1C(=O)[C@@H](CC(=O)NCc1cccc(C(F)(F)F)c1)C[C@@H]2C(=O)N1CCOCC1
→ 15, -1.1, 9, 105, -3, 0.5, -7, 1, 24, 12
> O=C(COC(=O)c1cccnc1)Nc1ccc(F)cc1
→ 7, -3.7, -9, 103, 8, -0.2, -6, 1, -1, 4
> CCn1c2ccccc2c2cc(NC(=O)COC(=O)c3cc(S(=O)(=O)N4CCCCC4)ccc3Cl)ccc21
→ 0, -1.0, -4, 99, -1, 0.1, 10, 22, -3, 5
> O=C(NCc1cccnc1)/C(=C/c1ccc(Cl)cc1)NC(=O)c1ccccc1
→ 6, 0.7, -1, 96, -9, 0.0, -2, 3, 1, 0
> O=C(O)C1=CCC=CC1C(=O)O (configuration not stated)
→ 2, -1.2, -5, 99, -6, -0.1, 2, 1, 4, 2
> c1ccc2c(c1)ncn2-c1ncnc2sc3c(c12)CCCC3
→ 7, -0.9, 8, 107, -7, 0.2, 4, -3, 3, 7
> CCOC(=O)c1ccc(NC(=O)CN2C(=O)CN(C(C)=O)C2=S)cc1
→ -2, 0.5, 3, 162, 6, 0.3, 4, 0, 0, 7
> COc1ccc(S(=O)(=O)Oc2ccc3c(c2)O/C(=C\c2cccnc2)C3=O)cc1
→ -3, 0.0, 10, 101, 5, 1.0, 1, 6, -2, 2
> Cc1cc(Br)ccc1OCC(=O)N1CCCCCC1
→ -3, -1.1, -9, 95, x, 0.2, -4, -3, 0, 1
> O=C1/C(=C/c2ccccc2)SC(=S)N1CC(=O)N1CCCCC1c1cccnc1 (configuration not stated)
→ -7, -4.2, -7, 92, 12, 0.3, 2, -10, -2, 9
> COC(=O)c1ccc(CSc2nc(-c3ccco3)cc(C(F)(F)F)n2)o1
→ -7, -1.4, 1, 97, 3, -0.2, 5, 0, 2, -2
> Cc1cc(C)cc(NC(=O)NC2CCN(CC(=O)Nc3cccc(Cl)c3C)CC2)c1
→ 4, -0.2, -6, 95, 0, 0.0, 2, 1, 9, 2

Some of these compounds in order of the Granule exo inh value, high to low.
molecule	Granule exo inh
C[C@]12c3[nH]c4cc(-c5ccco5)ccc4c3CCN1C(=O)[C@@H](CC(=O)NCc1cccc(C(F)(F)F)c1)C[C@@H]2C(=O)N1CCOCC1	24
O=C(O)C1=CCC=CC1C(=O)O (configuration not stated)	4
COC(=O)c1ccc(CSc2nc(-c3ccco3)cc(C(F)(F)F)n2)o1	2

Additional compounds follow.
Every second line gives: MC4R antagonist, MC4R barr agon, NOD2 RIPK2 PPI, ABCB6 inh 2, Vif imaging, aDG glyco act, TLR9-MyD88 inh, Glyco luc inh, Granule exo inh, ABHD5 PLIN5 PPI
> CC(=O)Nc1cccc(OCCCNC(=O)c2cccc3ccccc23)c1
→ 2, -2.4, 2, 98, x, -0.1, x, 0, 2, 5
> Cc1ccc(C(=O)NNC(=O)c2ccc(NS(=O)(=O)c3cccs3)cc2)o1
→ 7, -0.6, -5, 95, 4, 0.8, 1, 1, -3, -2
> CCN(CC(=O)NCc1ccncc1)S(=O)(=O)c1ccc(OC)cc1
→ 0, -2.5, 2, 96, -10, 0.1, 6, 0, 0, 11
> Cc1ccc(Nc2nnc(C3C(=O)N(C)C4(C)CC3c3cc(Br)ccc3O4)s2)cc1 (configuration not stated)
→ 5, 5.2, 1, 91, -1, 0.3, 3, -2, 0, -5
> C#CCOc1c(Br)cc(/C=C2/C(=O)ON=C2C)cc1OC
→ 1, -3.0, 1, 104, -2, 0.1, 2, 1, 5, -7
> CC(Sc1nnc(CNC(=O)c2ccco2)n1C)C(=O)Nc1nccs1 (configuration not stated)
→ 5, -0.6, -1, 107, -6, -0.1, -2, 2, -8, 6
> O=C(COC(=O)/C=C/c1ccc(S(=O)(=O)N2CCOCC2)cc1)NCc1ccc2c(c1)OCO2
→ -19, -0.1, -6, 94, -1, 0.0, 0, 0, 0, 0
> O=C(COc1cccc(F)c1)Nc1ccc2[nH]c(=O)[nH]c2c1
→ 0, 2.0, -4, 98, 2, 0.7, 12, 1, 4, 0
> N/C(=N/OC(=O)c1ccccc1Cl)c1nonc1N
→ 1, -3.1, -6, 99, 1, 0.0, 12, -1, -1, -4
> Cc1cccc(C)c1NC(=O)N1CCC(C(=O)c2ccc(F)cc2)CC1
→ 7, -0.1, -5, 99, u, 0.1, 9, -2, 8, 6
> Cc1ncc(CN2CCCC(C(=O)Nc3ccc(-c4cscn4)cc3)C2)cn1 (configuration not stated)
→ 2, -5.1, 4, 95, 9, -0.3, 6, -3, -1, 7
> Cc1ccc(/C=N/NC(=O)c2cccnc2)o1
→ 16, -0.9, 0, 97, 1, -0.4, 0, -1, -12, 3
> O=C(c1cccc([N+](=O)[O-])c1)c1ccc2c(c1)OCCOCCOCCOCCO2
→ 35*, 0.6, -41, 99, 0, 0.0, x, 1, 4, -1
> COc1ccc(SC[C@H](Cc2ccccc2)N2CCN(CCc3ccccc3)CCC2=O)cc1
→ 0, 0.1, 7, 103, -23, 0.0, 0, -3, 20, 3
> CCOC(=O)CCC(=O)c1c(C)oc2ccc(OC)cc12
→ 3, -0.3, -5, 88, -8, -0.1, -6, -1, -1, -12
> O=C(Nc1ccc(S(=O)(=O)Nc2ncccn2)cc1)c1ccc(S(=O)(=O)N2CCCC2)cc1
→ 16, 1.4, 2, 96, -1, 0.0, -4, 0, 4, -2
> CC(NC(=O)c1ccc(C(C)(C)C)cc1)C(c1cccs1)N1CCOCC1 (configuration not stated)
→ 4, -1.9, -11, 94, -12, -0.2, 0, -4, -1, -8
> O=C(NC1CC1)c1ccc2c(c1)ncn2C1CCCC1
→ 6, -1.9, -2, 103, 4, -0.4, 1, 3, 4, -2
> O=C(/C=C/c1ccc(Cl)cc1Cl)c1nc2ccccc2[nH]1
→ 2, -0.3, 0, 95, 6, 0.2, 2, 4, -2, 18
> OC[C@@H]1CN(Cc2cccs2)C[C@H](n2cnc3c(NCc4ccncc4)ncnc32)O1
→ 5, 1.1, 6, 120, 6, -0.2, x, 3, 2, 1
> Nn1cnnc1N/N=C/c1ccccc1C(F)(F)F
→ 1, 0.5, -8, 97, 5, 0.0, 11, 3, -2, -20
> CC1(C(=O)NS(=O)(=O)c2ccc3c(c2)CCO3)CCN1C(=O)C1(c2ccc(Cl)cc2)CCC1 (configuration not stated)
→ 3, 0.1, -7, 87, -5, 0.3, x, 2, 5, -10
> Cc1nc(Cl)sc1C(=O)Nc1ccc(F)cc1
→ 10, 0.5, 4, 98, 0, -0.1, -19, 0, -5, 1
> CC(C)(Oc1ccc(C2CC2(Cl)Cl)cc1)C(=O)O (configuration not stated)
→ 4, -0.7, -13, 94, 3, 0.0, 11, 4, -2, -10
> COc1ccccc1NC(=S)NNC(=O)c1nn(C)cc1Cl
→ 1, -0.5, 7, 95, 22, 0.0, 6, 1, 6, -4
> CCOC(=O)c1ccc2c(c1)n(CCCS(=O)(=O)[O-])c(/C=C/c1ccc(Cl)cc1)[n+]2CC
→ 4, -0.1, -8, 103, -10, 0.0, -18, 1, 2, 1
> Cc1cccc(C(=O)NNC(=O)c2ccc3ccccc3c2)c1
→ -1, -1.6, -9, 97, -11, 0.1, -1, 4, 25, 3
> C[C@H]1CN([C@@H](C)CO)C(=O)CCCn2nncc2CO[C@H]1CN(C)S(=O)(=O)c1ccc2c(c1)OCCCO2
→ -2, 0.5, 4, 107, -6, 0.2, -10, 1, -3, 10
> CCOc1ccc(OCC(=O)N2CCC3(CC2)CC(=O)c2ccccc2O3)cc1
→ -1, -0.3, -4, 96, -7, 0.6, -25, -4, 0, -6
> CCOC(=O)c1[nH]c(=O)[nH]c1CSc1ccccn1
→ -2, -2.1, 2, 100, 0, 0.1, -10, 2, -4, -3

Carrying on:
Compound | MC4R antagonist | MC4R barr agon | NOD2 RIPK2 PPI | ABCB6 inh 2 | Vif imaging | aDG glyco act | TLR9-MyD88 inh | Glyco luc inh | Granule exo inh | ABHD5 PLIN5 PPI
CC(=O)c1cccc(NC(=O)COC(=O)c2n[nH]c3ccccc23)c1 | 19 | -1.1 | -2 | 96 | 2 | 0.4 | 0 | 2 | 5 | 3
O=[N+]([O-])c1ccc(Cl)cc1Sc1cccc2cccnc12 | 4 | 3.8 | 2 | 95 | -13 | 0.0 | -2 | 0 | -2 | 3
NC(=O)C1CCN(c2nc(-c3ccccc3C(F)(F)F)cs2)CC1 | -1 | -2.4 | 11 | 99 | -5 | -0.1 | -9 | 3 | -14 | 3
O=S(=O)(NCCSCc1c(Cl)cccc1Cl)c1ccc2c(c1)OCCO2 | 5 | 2.1 | 3 | 91 | -5 | 0.1 | -13 | 1 | 0 | 2
CS(=O)(=O)NN1C(=O)c2ccccc2NC1c1ccccc1 (configuration not stated) | -2 | -1.3 | 0 | 97 | 9 | 0.0 | 2 | 1 | -1 | 10
Cc1nc(SCc2ccc(F)cc2)c2oc3ccccc3c2n1 | 23 | -1.0 | 1 | 96 | 0 | 0.0 | 1 | 2 | -8 | -2
Cc1nnc(NC(=O)C2CCCO2)s1 (configuration not stated) | 2 | 1.9 | -1 | 103 | -4 | 0.1 | -2 | 3 | 1 | 3
CCNc1nc(SCc2ccccc2)nc(N2CCOCC2)n1 | 10 | 1.5 | 3 | 93 | -2 | 0.2 | 1 | -5 | -1 | 0
O=C(NCCc1ccccc1F)C1CC(=O)N(c2ccccc2)C1 (configuration not stated) | 11 | -3.7 | -3 | 96 | 3 | -0.2 | -3 | 2 | -2 | 0
CC1CCCCC1NC(=O)c1cc2c(=O)n3ccccc3nc2n1C (configuration not stated) | 10 | -1.0 | -3 | 108 | 16 | 0.1 | 3 | 4 | -1 | -1
CCn1c(CNC(=O)c2ccccc2F)nnc1SCC(=O)NC1CCCCC1C (configuration not stated) | -4 | -1.5 | -7 | 101 | -6 | -0.2 | 6 | -1 | -2 | -5

As entered above:
Under ABHD5 PLIN5 PPI, `O=S(=O)(NCCSCc1c(Cl)cccc1Cl)c1ccc2c(c1)OCCO2` is listed with 2
Under ABCB6 inh 2, `O=[N+]([O-])c1ccc(Cl)cc1Sc1cccc2cccnc12` is listed with 95
Under MC4R antagonist, `CS(=O)(=O)NN1C(=O)c2ccccc2NC1c1ccccc1` (configuration not stated) is listed with -2
